Screening results (PubChem BioAssay)
phage Ecoli inh: E. coli growth loss with phage present. growth absorbance. inhibition, % at 11.9 µM. 360,000 tested, 0.26% active; in the data active means inhibition above about 11%
SUMO Mot1 rescue: blocks SUMOylation pathway, rescuing yeast Mot1-301 growth; 320,000 tested, 1% active; growth rescue, % at 18.8 µM; S. cerevisiae Mot1-301 growth rescue, ATP luminescence, 38.5C; percent above DMSO median, 100 means doubled; AID 2716;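 active means every valid replicate shows activation above 250% relative to neutral control wells; inactive means the rest, any valid replicate at or below 250%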;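 further: OY570 slx delta 5 strain wells were the positive control but not used for scaling; some compounds called inactive have numbers as strong as hits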
PfHsp90 set2: inhibits growth of yeast expressing Plasmodium falciparum Hsp90. inhibition, % at 9.4 µM. 310,000 tested, 0.32% active. S. cerevisiae expressing PfHsp90, BacTiter-Glo ATP, 48 h; yeast lacking PDR1 and PDR3 efflux regulators;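 active means every replicate shows inhibition above about 80%, whatever the replicate mean, limit read from the data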;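 further: 0% = DMSO neutral controls and 100% = 20 µM radicicol positive controls; yeast relying on Plasmodium falciparum Hsp90 in place of its own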
E coli growth: bacterial growth inhibition, counter-screen for AddAB inhibitors; E. coli V3065 growth, OD600 absorbance, 18 h; inhibition, % at 11.9 µM; 330,000 tested, 0.27% active; AID 449728;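 active means inhibition above the campaign's mean inhibition across all tested compounds plus 3 SD, cut at about 9.9% in these data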;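 further: uninfected addAB+ strain grown without phage in ampicillin broth; 0% = DMSO wells and 100% = ciprofloxacin 0.95 µg/ml wells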
Pemphigus Ab inh: blocks pemphigus antibody binding to human desmoglein-3; P32926; DSG3-coupled beads, scFv-anti-DSG3-GFP binding, flow cytometry; stronger effect = lower value; binding (percent of control), % at 10 µM; 310,000 tested, 0.48% active;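 active means binding more than 3 SD below its plate's average and above zero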;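 further: hits lower antibody fragment binding to DSG3; some compounds called inactive have numbers as strong as hits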
Target sequence (P32926 whole entry, looked up, the tested form may be a part): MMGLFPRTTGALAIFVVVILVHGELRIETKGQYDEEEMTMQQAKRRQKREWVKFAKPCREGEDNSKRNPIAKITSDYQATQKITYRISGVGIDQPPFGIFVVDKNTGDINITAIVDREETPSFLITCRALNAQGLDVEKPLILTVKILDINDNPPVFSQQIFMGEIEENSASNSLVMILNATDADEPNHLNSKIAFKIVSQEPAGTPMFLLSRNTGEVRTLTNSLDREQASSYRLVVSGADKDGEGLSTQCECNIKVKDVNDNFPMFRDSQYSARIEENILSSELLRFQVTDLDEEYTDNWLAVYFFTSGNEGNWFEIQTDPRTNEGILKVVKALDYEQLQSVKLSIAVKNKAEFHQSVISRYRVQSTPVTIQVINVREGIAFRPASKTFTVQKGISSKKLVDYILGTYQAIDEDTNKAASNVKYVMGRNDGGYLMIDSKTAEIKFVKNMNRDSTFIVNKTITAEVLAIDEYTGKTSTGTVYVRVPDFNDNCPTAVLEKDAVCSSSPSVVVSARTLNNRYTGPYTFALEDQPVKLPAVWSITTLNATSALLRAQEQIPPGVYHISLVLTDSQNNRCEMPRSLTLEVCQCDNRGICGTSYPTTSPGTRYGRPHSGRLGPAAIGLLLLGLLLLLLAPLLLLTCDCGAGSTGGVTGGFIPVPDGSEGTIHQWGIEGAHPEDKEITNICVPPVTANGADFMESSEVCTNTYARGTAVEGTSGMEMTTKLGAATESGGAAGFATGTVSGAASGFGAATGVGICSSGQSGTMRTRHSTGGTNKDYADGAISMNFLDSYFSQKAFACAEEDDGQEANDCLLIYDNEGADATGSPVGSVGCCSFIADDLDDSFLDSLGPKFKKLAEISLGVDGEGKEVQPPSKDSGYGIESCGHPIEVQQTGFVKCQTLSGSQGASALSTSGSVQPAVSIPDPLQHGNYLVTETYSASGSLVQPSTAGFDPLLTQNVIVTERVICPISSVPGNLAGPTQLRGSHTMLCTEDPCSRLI
HTR5A inv ag: counter-screen for OPRM1-OPRD1 inverse agonists: human HTR5A inverse agonism | HTR5A cell line, luminescence | inhibition, % at 9.3 µM | 340,000 tested, 0.083% active | AID 504634; in the data active means inhibition mostly above about 23%, no sharp cut-off; inactive means mostly below about 18%;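 further: 0% = cells with DMSO and 100% = no-cell wells with DMSO; some compounds called inactive have numbers as strong as hits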
PKA-R1A activ: PKA-R1A complex activation. activation, % at 11.4 µM. P00514+P68181. 340,000 tested, 0.083% active. PKA-R1A dissociation, Cy5-IP20 fluorescence polarization; scaled: DMSO 0%, 113 µM cGMP 100%;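 active means percent activation above the mean of all tested compounds plus 3 SD, cut at about 19% in these data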;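 further: higher means more PKAc released from R1A so a rise in polarization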
MOR-DOR ag: OPRM1-OPRD1 heterodimerization agonism | P35372+P41143 | cells, luminescence | activation, % at 9.3 µM | 340,000 tested, 0.3% active | AID 504326; in the data active means activation above about 18%;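 further: 0% = vehicle-treated cells and 100% = reference agonist; values of inactives mirror those of a sister screen read the other way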
AddAB inh: less growth of phage-infected E. coli with AddAB; E. coli expressing H. pylori AddAB, absorbance growth; 330,000 tested, 0.29% active; inhibition, % at 11.9 µM; in the data active means inhibition above about 12%;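 further: 0% = vehicle wells of infected cells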
MOR-DOR inv ag: inverse agonist of human OPRM1-OPRD1 heterodimerization | P35372+P41143 | cell-based MOR-DOR heterodimer luminescence, inverse agonism | inhibition, % at 9.3 µM | 340,000 tested, 0.21% active; in the data active means inhibition above about 22%, passing the limit was not always enough;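 further: 0% = cells with DMSO and 100% = wells without cells with DMSO; values of inactives mirror those of a sister screen read the other way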
HTR5A ag ctr: HTR5A agonism, opioid heterodimer counter-screen; AID 504692; 340,000 tested, 0.61% active; P47898; activation, % at 9.3 µM; HTR5A agonist assay, luminescence, cell-based; in the data active means activation mostly above about 9.5%, no sharp cut-off; inactive means mostly below about 7.6%;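 further: 0% = cells with vehicle only and 100% = reference agonist; strong numbers were not always called active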
Numbers without * were called inactive; nt = no result given.

SMILES	phage Ecoli inh	SUMO Mot1 rescue	PfHsp90 set2	E coli growth	Pemphigus Ab inh	HTR5A inv ag	PKA-R1A activ	MOR-DOR ag	AddAB inh	MOR-DOR inv ag	HTR5A ag ctr
Cc1onc(-c2c(Cl)cccc2Cl)c1COC(=O)c1ccc(Cl)cc1	2.5	14	6	-1.3	nt	0	-8	3.0	6.6	-15	0
CCc1ccc(CNC(=O)c2cc3c(C)nc4ccccc4c3o2)cc1	-0.3	-6	4	4.7	108	-27	-7	1.1	1.6	-6	2
CCCN(CCC)c1nc2ccccc2n2c(C)nnc12	0.9	112	13	-1.3	105	-9	6	1.0	-0.2	-6	1
CC(=O)c1c(C)[nH]c(C(=O)N2CCN(c3ncccn3)CC2)c1C	3.1	-9	15	0.9	89	-15	-13	-0.9	-0.9	5	5
Cc1ccc(-c2nn(-c3ccc(F)cc3)cc2C(=O)NC2CCC(O)CC2)cc1 (stereo unspecified)	0.9	nt	nt	0.0	105	13	-8	-2.3	2.5	12	-5
CC(C)(C)C(=O)N(Cc1ccc(Cl)cc1)c1cnccn1	2.5	51	7	-4.8	105	-12	-11	-2.6	-2.9	13	3
Cc1cc(=O)oc2c(C)c(OCC(=O)N3CC[C@@]4(O)CCCC[C@H]4C3)ccc12	2.3	-8	11	3.5	91	-3	-11	-1.7	1.7	10	2
COC(=O)c1cc2c(ccn2-c2ccc(F)cc2)n1CC(=O)C(C)(C)C	1.1	13	-10	1.9	98	18	-4	-0.8	1.9	4	-1
O=C(COc1ccc2c(c1)CCC2)N1CCN(c2ccccc2F)CC1	2.8	-5	12	0.3	134	17	-4	0.0	3.5	0	1
CC(C(=O)NC1CCCCC1)N1CCN(S(=O)(=O)c2cccs2)CC1 (stereo unspecified)	0.1	-5	5	1.1	86	-8	-7	-4.3	2.2	18	3
O=C(Nc1ccc(Br)cc1)c1cccc(-n2cnnn2)c1	1.4	-4	5	-1.7	98	-13	10	2.5	1.7	-14	5
Cn1nc(C(F)(F)F)c(-c2ccc(Br)cc2)c1NC(=O)Nc1ccc(F)cc1F	5.5	8	7	3.4	112	-10	-20	3.9	3.7	-20	2
CN(C)CCCn1c(=O)n(CCc2ccccc2)c(=O)c2c3c(sc21)CCCCC3	0.2	-12	3	-1.3	105	-17	3	-0.4	4.5	2	-3
Cc1ccc(CNC(=O)C2CCC(=O)N(CCCN3CCOCC3)C2)cc1 (stereo unspecified)	1.2	-23	-3	-0.4	106	-13	-4	-3.0	0.4	15	6
COc1ccccc1C(=O)O/N=C1/CCCc2c1ccc(OC)c2[N+](=O)[O-]	0.0	5	nt	-1.8	92	-14	10	3.8	3.3	-17	11
COCCCn1ccc(O)c(Cc2ccc(F)cc2)c1=O	0.2	-8	5	1.0	104	-4	-8	-2.3	0.8	13	-4
COC(=O)c1cc([N+](=O)[O-])ccc1N1CCN(Cc2ccccc2)CC1	2.1	12	10	-0.9	101	-23	-12	-3.0	3.0	14	-3
CCCC(=O)NCCc1cc2ccc(OC)cc2[nH]c1=O	1.8	3	17	2.7	120	2	0	-0.4	2.8	3	4
Cc1ccc(C(=O)c2nocc2C(=O)c2cccs2)cc1	0.1	-23	18	-0.6	101	-8	-7	-0.4	-2.1	2	3
COc1ccc(C(=O)N2CC(=O)Nc3ccccc32)cc1S(=O)(=O)N1CCCC1	0.2	-1	-2	1.1	106	44	-3	-1.4	-0.2	7	-3
COc1nc(Nc2ccccc2)nc(OC)n1	1.9	89	3	-2.6	101	6	5	-2.4	1.4	12	-2
[O-]/C(=C(\C(=S)NCc1ccccc1)[n+]1ccccc1)c1ccc(Cl)cc1	2.4	43	20	0.2	107	nt	nt	nt	0.8	nt	nt
Cc1cc(=O)nc2c3ccccc3n(CC(=O)NCCCN3CCCC3=O)n12	3.1	7	0	-4.2	99	11	1	-2.2	2.4	11	0
O=C(CN1CCN(S(=O)(=O)c2ccc3ccccc3c2)CC1)Nc1ccc(N2CCOCC2)cc1	1.7	2	9	1.1	90	13	1	-1.1	0.4	7	-5
O=C(CCCNC(=O)c1ccc(Cl)cc1)Nc1cccc(F)c1	1.2	9	4	2.6	nt	-2	-1	-1.6	2.4	10	2
CCn1cc(C(=O)N2CCc3ccccc32)c(=O)c2cc(S(=O)(=O)N3CC(C)CC(C)C3)ccc21 (stereo unspecified)	1.7	-15	10	1.9	97	1	5	-1.0	1.3	6	0
CC1CCc2sc3ncnc(N4CCN(CCO)CC4)c3c2C1 (stereo unspecified)	2.7	-4	-1	-2.2	92	-15	-4	-0.7	1.0	3	4
C=CCn1c(SCC(=O)N2CCOCC2)nc2ccccc2c1=O	2.9	-9	-26	0.4	98	-15	-1	-0.5	-0.4	2	0
COc1ccc(CCNC(=O)c2cc3c(=O)n4ccccc4nc3n(Cc3ccco3)c2=N)cc1OC	3.2	61	11	1.2	78	10	2	-2.7	1.5	14	-2
Cc1cc(C(=O)COc2ccc(F)cc2Br)c(C)n1C	2.3	6	1	-0.6	107	1	-7	-2.9	1.0	15	0
O=C(NCC(=O)N(c1ccc(F)cc1)C(C(=O)NC1CCCC1)c1cccnc1)c1ccco1 (stereo unspecified)	2.0	8	17	-3.0	105	-8	-2	-1.2	0.9	7	3
COc1cc2c(cc1OC)/C(=C/c1ccc(Br)cc1)C(=O)OC2	0.2	30	-104	0.3	nt	-1	9	0.3	3.5	-1	2
Cc1csc(C)[n+]1CC(=O)c1ccccc1	0.4	4	-33	1.1	121	-10	0	-0.2	3.8	1	3
S=C(NCc1cccnc1)NCc1cccnc1	3.3	-14	10	0.8	98	-13	-3	1.0	-0.3	-5	5
O=C(COC(=O)CCCc1nc2ccccc2s1)Nc1ncc(Cl)cc1Cl	3.6	13	-8	-4.0	98	10	0	-1.4	-0.9	7	-4
C[C@H]1CN=C(N(C)C)N1CCC1CCCC1	2.8	-15	22	-0.9	102	0	3	-2.1	0.3	12	0
O=C(COc1ccccc1)NNc1nc2ccccc2s1	1.8	3	13	-4.8	nt	-1	7	-1.6	-2.2	8	0
COc1ccc(N2CCN(S(=O)(=O)c3cc(Br)cnc3N)CC2)cc1	2.8	1	-9	0.2	nt	-1	-2	0.8	0.9	-4	-2
CCOc1ccc(NC(=O)CN2CCN(C(=O)C3CCCO3)CC2)cc1 (stereo unspecified)	0.9	1	-8	-3.1	102	9	-8	-3.2	0.9	22	-2
COc1ccc(N/C=C(\C#N)S(=O)(=O)c2ccc(OC)cc2)cc1	-0.2	26	21	-1.6	95	-3	-6	-1.6	-1.6	8	1

Gathered by group, the entries above with a furan ring, fused or not.
SMILES	phage Ecoli inh	SUMO Mot1 rescue	PfHsp90 set2	E coli growth	Pemphigus Ab inh	HTR5A inv ag	PKA-R1A activ	MOR-DOR ag	AddAB inh	MOR-DOR inv ag	HTR5A ag ctr
CCc1ccc(CNC(=O)c2cc3c(C)nc4ccccc4c3o2)cc1	-0.3	-6	4	4.7	108	-27	-7	1.1	1.6	-6	2
COc1ccc(CCNC(=O)c2cc3c(=O)n4ccccc4nc3n(Cc3ccco3)c2=N)cc1OC	3.2	61	11	1.2	78	10	2	-2.7	1.5	14	-2
O=C(NCC(=O)N(c1ccc(F)cc1)C(C(=O)NC1CCCC1)c1cccnc1)c1ccco1 (stereo unspecified)	2.0	8	17	-3.0	105	-8	-2	-1.2	0.9	7	3

Next compounds
SMILES	phage Ecoli inh	SUMO Mot1 rescue	PfHsp90 set2	E coli growth	Pemphigus Ab inh	HTR5A inv ag	PKA-R1A activ	MOR-DOR ag	AddAB inh	MOR-DOR inv ag	HTR5A ag ctr
COc1ccccc1CC(=O)NNS(=O)(=O)c1cccc([N+](=O)[O-])c1	-0.1	-15	-9	2.3	nt	11	3	0.5	4.7	-4	-4
O=C(O)CN1C(=O)C2C3CC(C2C1=O)C1C(c2ccc(F)cc2)c2sc(=O)[nH]c2SC31 (stereo unspecified)	3.5	-5	-26	-0.7	92	9	6	-4.3	-1.2	21	-4
COc1cc(/C=C/C(=O)OCC(=O)Nc2c(C)n(C)n(-c3ccccc3)c2=O)ccc1OCC#N	3.0	-3	-13	-0.4	103	11	-6	-1.2	0.5	8	0
CC(/C=N/NC(=O)c1cc(-c2ccncc2)nc2ccccc12)=C\c1ccco1	nt	-7	nt	0.4	125	-22	-12	-0.2	0.9	1	1
O=C(N/N=C/C=C\c1ccccc1[N+](=O)[O-])c1cc(-c2ccc3ccccc3c2)n[nH]1	1.2	nt	-6	nt	94	-10	-6	5.0	nt	-36	4
COc1ccc(S(=O)(=O)N2CCCCCC2)cc1C(=O)NCCc1ccc(F)cc1	0.2	0	5	1.2	102	2	-6	-2.1	0.1	8	1
CCCc1cc(=O)oc2cc(Oc3ncccn3)ccc12	2.4	-6	nt	-1.5	nt	-10	2	-1.5	-2.7	9	4
Cc1nc2ccccc2n1CCOc1ccc(F)cc1	4.9	-4	-25	nt	109	3	7	0.2	nt	-1	-1
COc1ccc(CCNC(=O)COc2ccc(S(=O)(=O)N3CCOCC3)cc2)cc1	3.6	322	-3	3.4	99	-27	2	-0.4	2.3	3	-1
CC(=O)c1ccc(OCc2cn(CC(=O)c3ccc(O)cc3)nn2)cc1	2.3	nt	-4	nt	94	-13	-13	-1.3	nt	6	3
C=CCn1c(=O)c2c(nc(-n3nc(C)cc3C)n2C)n(C)c1=O	3.2	-8	2	nt	101	11	-15	1.1	nt	-5	-3
O=C(N/N=C\c1cccc(Cl)c1)c1ccc(Cn2cc(Br)c([N+](=O)[O-])n2)o1	8.3	-12	10	26*	95	6	-3	0.3	29*	-2	-2
O=c1c(-c2ccc(Cl)cc2)coc2c(CN3CCCCC3)c(O)ccc12	-0.1	15	0	0.0	109	-23	-5	-0.7	1.0	4	-5
CC(C)n1cnc2c(oc3ccccc32)c1=O	1.3	-18	13	nt	107	-8	-3	0.2	nt	-1	2
CC1(C)NC(=O)N(CC(O)COc2ccc(-c3ccccc3)cc2)C1=O (stereo unspecified)	2.2	-22	5	1.4	99	-13	2	-1.7	1.6	10	4
Cc1ccccc1CSc1nsc(N)n1	nt	29	nt	-2.5	96	1	2	-2.3	-0.6	13	1
COc1ccc2occ(C(=O)c3coc4ccc(O)c(CN(C)C)c34)c2c1	1.2	11	nt	-3.4	116	9	3	1.9	-0.2	-9	-4
COC(=O)c1ccc(N2CCN(c3ccccc3)CC2)c(N)c1	2.7	-8	-19	-3.1	91	-9	2	3.0	-0.2	-17	2
CCOC(=O)[C@H]1[C@H]2COc3ccc(C)cc3[C@@H]2N2C(=O)c3cc(F)ccc3NC(=O)[C@@]12C	2.1	127	8	-1.4	101	-13	-6	-1.1	0.9	6	-4
COc1ccc(C(=O)N2CCN(c3ccc(NC(=O)c4cccnc4)cc3)CC2)cc1	1.9	458*	15	-0.2	107	-1	4	0.4	2.2	-2	2
O=C(NCCc1ccccc1)c1ccc2nc3cc(Cl)ccc3c(=O)n2c1	-1.4	202	-4	-1.7	86	-24	7	-0.4	-0.5	3	6
N#Cc1ccccc1Sc1ccccc1C(=O)OCc1nnc(-c2ccccc2)o1	-0.8	-3	10	0.0	91	17	-4	-1.2	-0.3	7	-2
CCn1c(SCc2ccc(Cl)c(Cl)c2)nnc1C(C)NC(=O)c1ccc(OC)cc1 (stereo unspecified)	4.5	-5	19	1.0	86	9	6	-1.3	2.8	7	6
